Screening data: PubChem, National Center for Advancing Translational Sciences (NCATS)
HepG2 viability = HepG2 cytotoxicity, counter-screen for TGF-b inhibitors. HepG2 CAGA-GFP viability, ATP luminescence, 18 h. Potency, µM (titrated, usually from 46.1 µM), inactives show at the top dose activity change, negative = cytotoxicity, actives largely listed as cytotoxic. 410,000 compounds, 0.76% hits; note: some results filed as inactive show a strong effect at the top dose
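CellTiter-Glo luminescence gave cytotoxicity after 18 hours at 37 degrees C. The cells were HepG2 CAGA-GFP in 1% FBS DMEM, stimulated with 500 pg/mL TGF-beta after compound addition. %Activity was normalised to no-cell wells (complete cell-killing) and DMSO (no toxicity), and curves were fitted and classified.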
ATXN viability = reduces viability in counter-screen for ATXN expression inhibitors | S2 cells (HEK-293 line with an ATXN2-luciferase reporter) viability, CellTiter-Fluor protease fluorescence, 24 h | 400,000 compounds, 0.49% hits | Potency, µM (doses to about 56.7 µM), usual class: cytotoxic; note: nearly all actives have a fitted effect of over 40% in size
Nrf2 ARE act = activators of Nrf2 (ARE) signaling. 410,000 compounds, 0.31% hits. AREc32 ARE-luciferase reporter (MCF7-derived line), luminescence, 24 h. Potency, µM (series often up to 46.1 µM), for the others: at the top dose activation, actives largely listed as activators. AID 624171; note: % of control where 0% means no effect; nearly all actives have a fitted effect of over 65% in size
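AREc32 cells carrying an ARE-driven firefly luciferase reporter were seeded at 1000 cells/well in OPTI-MEM with 5% FBS, then exposed to compound for 24 hr at 37 deg C. Luminescence was read with Steady-Glo after 30 min at RT.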
Nrf2 block = Nrf2 pathway inhibition; A549 ARE-Fluc reporter, luciferase luminescence, 18-24 h; Potency, µM (titrated, usually from 46 µM), without a hit: at the top dose activity change, negative = inhibition, actives largely listed as inhibitors; 360,000 compounds, 2.1% hits; AID 504444; note: % is set by controls: 0 for no effect and ±100 for the full control effect; nearly all actives have a fitted effect of over 60% in size
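Nrf2 function is reported as luminescence of an ARE-controlled luciferase in A549 cells. Compounds were tested at several concentrations, and a CellTiter-Fluor read on the same wells flagged cytotoxicity.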
TGFb SMAD3 inh = TGF-b pathway inhibition | HepG2 CAGA-GFP TGF-b/SMAD3 reporter, GFP fluorescence, 18 h; TGF-beta stimulated, 500 pg/mL final | Potency, µM (titrated, usually from 46.1 µM), for the others: at the highest dose activity, negative = inhibition, usual class: inhibitors | 410,000 compounds, 1.2% hits | AID 588855; note: % is set by controls: 0 for no effect and ±100 for the full control effect; nearly all actives have a fitted effect of over 65% in size
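HEPG2 CAGA-GFP cells (1000/well, DMEM with 1% FBS) were pre-incubated 2 h at 37 degrees C, given compound by pin tool, then stimulated with TGF-beta at 500 pg/mL final for 18 h before per-cell GFP fluorescence imaging.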
A549 tox = counter-screen for Nrf2 inhibitors: cytotoxicity in A549 cells | Potency, µM (titrated, usually from 46 µM), for the others: at the top dose activity change, negative = cytotoxicity, hits mostly inhibitors | 390,000 compounds, 0.16% hits | A549 ARE-Fluc cells, CellTiter-Fluor viability, 18-24 h; note: % is set by controls: 0 for no effect and ±100 for the full control effect
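A549 ARE-Fluc cells in 5% FBS OPTI-MEM, 5000 cells/well, rested 2 h then exposed to compounds in concentration-response for 18-24 h at 37 °C. Viability by CellTiter-Fluor fluorescence (Ex 405/Em 525) after 30 min; luciferase luminescence (BugLite, 15 min, RT) read afterwards.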
ATXN2 expr inh = ATXN2 expression inhibition. Potency, µM (series often up to 57 µM), for inactives: top-dose activity change, negative = inhibition, actives largely listed as inhibitors. 360,000 compounds, 0.72% hits. AID 1745845. HEK-293 ATXN2-luciferase reporter, luminescence, 24 h; note: % is set by controls: 0 for no effect and ±100 for the full control effect; nearly all actives have a fitted effect of over 55% in size
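qHTS (up to 57 uM final) was run with 24 h compound exposure of reporter cells at 37 °C. Each well was multiplexed: SteadyGlo luminescence measured ATXN2-luciferase expression after a fluorogenic Gly-Phe-AFC viability readout (25 uM final).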
EPAC2 antagonist = antagonists of human EPAC2; Q8WZA2; EPAC2 GEF exchange of Rap1B-BODIPY-GDP, fluorescence; Potency, µM (series often up to 114 µM), inactives show at the highest dose activity, negative = inhibition, usual class: inhibitors; 360,000 compounds, 0.18% hits; AID 720708; note: % is set by controls: 0 for no effect and ±100 for the full control effect; nearly all actives have a fitted effect of over 45% in size; many of its hits are not listed in these tables
Target sequence (Q8WZA2 whole entry, looked up): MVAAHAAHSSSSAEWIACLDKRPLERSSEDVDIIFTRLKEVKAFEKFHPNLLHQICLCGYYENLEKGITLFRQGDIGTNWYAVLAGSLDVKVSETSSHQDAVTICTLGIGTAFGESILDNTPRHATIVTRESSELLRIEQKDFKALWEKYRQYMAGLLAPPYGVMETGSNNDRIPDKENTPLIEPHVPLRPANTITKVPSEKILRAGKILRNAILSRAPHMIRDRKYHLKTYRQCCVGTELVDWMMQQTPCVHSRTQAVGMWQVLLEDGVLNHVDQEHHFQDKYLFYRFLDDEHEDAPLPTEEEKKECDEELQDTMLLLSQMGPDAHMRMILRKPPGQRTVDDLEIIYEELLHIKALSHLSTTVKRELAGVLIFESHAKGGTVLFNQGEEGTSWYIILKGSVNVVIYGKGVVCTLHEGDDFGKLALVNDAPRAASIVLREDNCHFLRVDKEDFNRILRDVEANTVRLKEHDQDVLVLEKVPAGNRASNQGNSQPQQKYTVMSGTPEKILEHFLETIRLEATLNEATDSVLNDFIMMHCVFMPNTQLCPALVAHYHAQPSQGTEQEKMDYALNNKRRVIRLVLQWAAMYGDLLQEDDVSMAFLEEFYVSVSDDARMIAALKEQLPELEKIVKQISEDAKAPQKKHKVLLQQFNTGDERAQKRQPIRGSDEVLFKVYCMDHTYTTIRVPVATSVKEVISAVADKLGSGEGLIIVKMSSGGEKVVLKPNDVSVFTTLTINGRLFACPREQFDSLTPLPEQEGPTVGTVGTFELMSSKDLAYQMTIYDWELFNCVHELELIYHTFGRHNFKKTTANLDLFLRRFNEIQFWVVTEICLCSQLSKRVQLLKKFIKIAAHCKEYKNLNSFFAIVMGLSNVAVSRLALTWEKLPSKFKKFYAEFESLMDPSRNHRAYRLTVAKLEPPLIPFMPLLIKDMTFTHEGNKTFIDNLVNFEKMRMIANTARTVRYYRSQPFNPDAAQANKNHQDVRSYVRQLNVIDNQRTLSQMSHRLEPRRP
MCF10A rerep = induces DNA re-replication in MCF 10a normal breast cells; MCF 10A DNA re-replication, Hoechst nuclear intensity, 48 h; Potency, µM (doses to about 46.1 µM), for the others: at the highest dose activity, positive = re-replication, most hits filed as activators; 350,000 compounds, 2.9% hits; note: % of control where 0% means no effect; nearly all actives have a fitted effect of over 50% in size
The depositor's hits bear a star; i = inactive; ? = inconclusive; / = no result given; [ ] = dose if it differs, or a comment. Calls come from the whole dose curve; as a rule, active = well fitted curve in the direction sought with a large enough effect; inconclusive = small, poorly fitted or top-dose-only effect, or another doubt; inactive = no such curve, though single readings can be large; an effect the other way counts as inactive or inconclusive. Potency is the fitted concentration of half-maximal effect. These rows are one share of the data; rates above refer to the full screens.

| Structure | HepG2 viability | ATXN viability | Nrf2 ARE act | Nrf2 block | TGFb SMAD3 inh | A549 tox | ATXN2 expr inh | EPAC2 antagonist | MCF10A rerep |
| --- | --- | --- | --- | --- | --- | --- | --- | --- | --- |
| CCN(C(=O)c1cnc(NC(C)C)cc1C(F)(F)F)c1ccc(Cl)cc1Cl | -176.0% | i | 4.9% | ? | -41.7% | -18.4% | -29.1% | -12.1% | ? |
| O=C1NC(Cc2ccc(O)cc2)c2nc3ccc(Cl)cc3c(=O)n2-c2cc3ccccc3cc21 (configuration not stated) | 12.7% | ? | -4.7% | / | 7.94µM* | / | ? | 4.2% | / |
| COc1ccc(C)cc1NC(=O)CN1CCN(S(=O)(=O)c2ccc(Cl)cc2)CC1 | 0.7% | i | -0.5% | / | -12.6% | -3.7% | -5.8% | 0.3% | 6.8% |
| Brc1ccc(CNCC2CCCO2)cc1 (configuration not stated) | 0.3% | ? | -0.9% | -8.8% | 3.0% | -10.2% | / | 6.1% | 3.1% |
| O=C(Nc1ccc(S(=O)(=O)N2CCOCC2)cc1)c1ccc([N+](=O)[O-])o1 | -179.6% | ? | ? | -1.4% | 6.31µM* | -8.4% | ? | 0.3% | ? |
| Cc1c(NC(=O)C(C)n2cc([N+](=O)[O-])cn2)c(=O)n(-c2ccccc2)n1C (configuration not stated) | -1.5% | i | 0.0% | -13.2% | -2.0% | -7.5% | -7.3% | 15.2% | 0.5% |
| Cc1ccc(C(=O)NCCN2CCOCC2)cc1Cl | -3.8% | i | -0.1% | 4.3% | 7.7% | 2.6% | 25.1% | 14.4% | -3.6% |
| CN(C)c1cccc(-c2cc(Nc3ccc(C(C)(C)C)cc3)ncn2)c1 | -26.7% | i | 7.0% | / | 3.0% | / | 24.6% | -16.7% | / |
| CC(=O)N1c2ccc(Cl)cc2C2C=CCC2C1c1cccc2ccccc12 (configuration not stated) | -57.6% | ? | -0.6% | ? | ? | -27.9% | ? | -4.4% | ? |
| O=C(COc1cccnc1[N+](=O)[O-])Nc1ccc(S(=O)(=O)N2CCOCC2)cc1 | -2.2% | i | 0.0% | -8.6% | -32.7% | 0.4% | -2.2% | 1.1% | -8.6% |
| COC(=O)C(C(=O)OC)=C(/C=C/C=C/N(C)C)N(C)C | 3.7% | i | -0.5% | / | 1.7% | ? | 5.4% | 7.9% | 6.6% |
| Cn1c(/N=C(\N)c2ccccc2)nc2ccccc21 | -13.6% | ? | ? | / | -16.7% | / | / | -7.1% | / |

Overlap with the part before: three entries, followed by the next part.
| Structure | HepG2 viability | ATXN viability | Nrf2 ARE act | Nrf2 block | TGFb SMAD3 inh | A549 tox | ATXN2 expr inh | EPAC2 antagonist | MCF10A rerep |
| --- | --- | --- | --- | --- | --- | --- | --- | --- | --- |
| O=C(COc1cccnc1[N+](=O)[O-])Nc1ccc(S(=O)(=O)N2CCOCC2)cc1 | -2.2% | i | 0.0% | -8.6% | -32.7% | 0.4% | -2.2% | 1.1% | -8.6% |
| COC(=O)C(C(=O)OC)=C(/C=C/C=C/N(C)C)N(C)C | 3.7% | i | -0.5% | / | 1.7% | ? | 5.4% | 7.9% | 6.6% |
| Cn1c(/N=C(\N)c2ccccc2)nc2ccccc21 | -13.6% | ? | ? | / | -16.7% | / | / | -7.1% | / |
| CCC1(c2ccc(Cl)cc2)NC(=S)N(c2ccc(C)c(C)c2)N1 (configuration not stated) | -17.3% | i | -0.4% | 13.7% | -26.7% | 0.1% | 9.8% | -21.5% | 9.6% |
| CSc1sc(C)cc1C1C(C#N)=C(N)N(c2cccnc2)C2=C1C(=O)CC(C)(C)C2 (configuration not stated) | 3.7% | i | 5.1% | 2.3% | -1.6% | -6.5% | 1.6% | 8.0% | -3.6% |
| CCCCn1c(SCC(=O)Nc2nnc(CC)s2)nc2c1c(=O)n(C)c(=O)n2C | -65.3% | i | 0.3% | 8.2µM* | -10.2% | -3.0% | 0.0% | -3.6% | 1.2% |
| COc1ccc(C(CNC(=O)CN2C(=O)NC(C)(c3ccc4ccccc4c3)C2=O)N2CCCC2)cc1 (configuration not stated) | -35.4% | i | -1.1% | -6.2% | -9.4% | -8.8% | / | 12.4% | -8.5% |
| CS(=O)(=O)N(CC(=O)NCCSC1CCCCC1)c1cccc(F)c1 | -11.9% | i | -0.5% | -3.7% | -22.0% | -4.4% | 17.1% | 0.8% | ? |
| Cc1nn(C)c(C)c1NC(=O)CCSc1nc(-c2ccco2)cc(C(F)(F)F)n1 | 18.5% | i | 1.3% | -19.7% | -10.2% | -1.9% | -15.6% | 2.4% | 2.8% |
| Nc1ncnc2c1ncn2[C@@H]1O[C@H](CNCc2ccccc2OCC(=O)N2CCCCC2)[C@@H](O)[C@H]1O | 0.5% | i | -0.3% | 0.8% | -10.2% | 1.5% | 5.4% | 2.7% | 14.2% |
| COc1ccc(/C=N/NC(N)=S)cc1OC(=O)c1cccc2ccccc12 | -49.0% | i | 7.6% | -25.3% | 2.0% | 7.8% | -4.7% | -4.5% | ? |
| CC1=CC=CN2C1=NC(=O)CC2(C)C(=O)N(CC(=O)NC1CCCC1)c1cc(C)cc(C)c1 (configuration not stated) | 6.0% | i | -0.5% | -21.4% | 10.7% | -1.1% | -6.6% | 3.1% | -3.7% |
| CCCc1cc(=O)[nH]c(SCC(=O)CSc2nc(CCC)cc(=O)[nH]2)n1 | -45.5% | i | 0.8% | ? | -3.0% | -6.2% | -0.2% | 12.3% | 10.6% |
| COc1ccccc1-n1c(CNC(=O)c2cccs2)n[nH]c1=S | -2.2% | i | -0.5% | 3.9% | -5.6% | 1.6% | -29.0% | 0.5% | 6.5% |
| Cc1ccc(NC(=O)Cn2c(=O)n(CC3CCCO3)c(=O)c3ccccc32)cc1 (configuration not stated) | -0.1% | i | -0.8% | -0.6% | 3.6% | -3.9% | -4.7% | / | / |

Other structures.
Each structure is followed by: HepG2 viability | ATXN viability | Nrf2 ARE act | Nrf2 block | TGFb SMAD3 inh | A549 tox | ATXN2 expr inh | EPAC2 antagonist | MCF10A rerep
- CCN1CCN(c2ccc(N3CCN(C(=O)c4ccc(Br)o4)CC3)nn2)CC1
  -0.7% | i | -0.2% | 2.9% | 0.0% | 8.7% | 18.2% | 9.2% | ?
- O=C(O)c1ccc2c(c1)C(=O)N(CCCCCCCN1C(=O)c3ccc(C(=O)O)cc3C1=O)C2=O
  2.4% | i | 0.0% | -1.9% | 5.9% | 1.5% | 16.3% | -5.4% | ?
- CC(=O)Nc1ccc(SCC(=O)N(CCC#N)c2cc(C)cc(C)c2)cc1
  -6.0% | i | 0.0% | -15.4% | 1.4% | -0.9% | -10.9% | -11.2% | 19.5%
- Cc1cc(C)c2c(n1)nn1c(C)c(CCC(=O)Nc3cccc(C)c3C)c(C)nc21
  -1.4% | i | -0.1% | 6.3% | -3.1% | -3.4% | -2.0% | / | /
- CCN(CC)CCn1c2c(c(SCC(=O)Nc3ccccc3Cl)nc1=O)CCC2
  -17.0% | i | 0.4% | 9.5% | -6.1% | 1.8% | 7.3% | 6.6% | 0.1%
- C=CCNc1nnc(-c2ccncc2)s1
  10.3% | i | 7.1% | / | 21.6% | 4.2% | 25.1% | 3.7% | 0.8%
- CCOC(=O)C(=Cc1ccc2c(c1)OCO2)c1ccccc1
  0.6% | i | 6.7% | 23.5% | 10.7% | 23.8% | 4.7% | -28.0% | ?
- CCc1ccc(OCC(=O)NC(NC(=S)Nc2ccccc2C)C(Cl)(Cl)Cl)cc1 (configuration not stated)
  -102.0% | ? | -1.0% | ? | ? | ? | ? | 10.9% | 18.4µM*
- CCCC(C(=O)NC1CCCC1)N(C(=O)Cn1nnc(-c2ccc(C)o2)n1)C1CCCC1 (configuration not stated)
  7.3% | i | 0.3% | -14.0% | 2.8% | -24.1% | -1.1% | -6.8% | 15.9%
- O=C(CSc1nnc(-c2ccccc2)o1)N1CCCc2ccccc21
  -8.9% | ? | 4.0% | -11.3% | -0.2% | 1.2% | 14.1% | / | /

(list continues)
Each structure is followed by: HepG2 viability | ATXN viability | Nrf2 ARE act | Nrf2 block | TGFb SMAD3 inh | A549 tox | ATXN2 expr inh | EPAC2 antagonist | MCF10A rerep
- Cc1ccc(CCNC(=O)CN2C(=O)COc3ccc(S(=O)(=O)N4CCCC4)cc32)cc1
  -16.1% | / | -0.4% | / | -5.7% | -0.4% | / | / | /
- O=C(Nc1ccccc1)Nc1nc(-c2ccc(Cl)cc2)cs1
  0.4% | i | 0.4% | -17.7% | -2.0% | -2.7% | 0.9% | 10.5% | 1.2%
- CCCCNCCOCCOc1ccccc1-c1ccccc1
  -23.5% | i | 0.4% | -17.2% | 36.8%[activator] | ? | -16.8% | 0.0% | 23.0%
- C=CCNC(=S)NNC(=O)c1ccc(=O)n(Cc2ccc(Cl)cc2Cl)c1
  -0.8% | i | 1.9% | -2.5% | 1.4% | -3.8% | -14.4% | 2.0% | ?
- CC(NC(=O)c1ccccc1F)c1nnc(SCC(=O)N2CCN(c3ccccc3)CC2)n1C (configuration not stated)
  -9.5% | i | -0.5% | -17.7% | -1.8% | -5.1% | 3.6% | 20.9% | -1.3%
- COc1ccc(NC(=O)COc2ccc3c(C)cc(=O)oc3c2)cc1S(=O)(=O)N1CCCCC1
  -12.9% | i | 0.2% | ? | -8.0% | -2.7% | -3.2% | -17.9% | 5.7%
- CCN(c1cccc(C)c1)S(=O)(=O)c1cccc(C(=O)O)c1
  5.8% | i | -0.9% | -10.9% | 27.0% | -9.2% | 2.3% | 3.2% | 1.3%
- CC1CCCCC1NC(=O)COC(=O)c1ccc2c(c1Cl)C(=O)c1ccccc1C2=O (configuration not stated)
  3.2% | i | -0.2% | -7.5% | -3.5% | -1.7% | 7.5% | 4.6% | ?
